Dynein cargo inh: blocks dynein driven cargo transport along microtubules; 3617.4 mouse cells, GR-EGFP nuclear translocation imaging; test concentration mostly 20 µM; stimulated with dexamethasone, 1 µM; stronger effect = lower value; z-score, hits read low; hit rate 0.47% among 220,000; AID 1381;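 active means plate z-score of nuclear minus cytoplasmic receptor signal below a set negative limit, without overly bright fluorescence or cell loss, cut at about -3.5 in these data, passing the limit was not always enough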;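 further: z-score of nuclear minus cytoplasmic ring GR-EGFP intensity difference per well; some compounds called inactive have numbers as strong as hits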
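Also added: dexamethasone, 1.0 µM final. Medium: tet-free, stripped-serum medium. Detection: fixed, Hoechst-stained cells imaged at 10x for EGFP. Read-out: nuclear-to-cytoplasmic GR-EGFP distribution per well. Times: induction 48 h, compound 1 h, agonist 30 min.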
Autophagy mod: alters autophagy in cells; hit rate 0.98% among 190,000; calls only at 10 µM (by protocol); MEF GFP-LC3 puncta imaging; test concentration mostly 10 µM;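 active means percentage of spot-positive cells more than 3 SD above its plate mean, without a fluorescence outlier flag or 80% toxicity; inconclusive means no clear call, values can overlap the other calls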;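 further: spot-positive cell cutoff set from DMSO-treated cells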
b-catenin transl: beta-catenin nuclear translocation modulation; HeLa beta-catenin nuclear translocation, immunofluorescence imaging; nuclear translocation activity, % at 5 µM; hit rate 0.3% among 190,000; AID 1665;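 active means nuclear translocation activity above 50% at 5 µM, with a well cell count of 50 or more; inconclusive means wells under 50 cells across six images, flagged as toxic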;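 further: per-cell ratio of nuclear to cytoplasmic median beta-catenin stain intensity; plate controls were DMSO negative control for no effect and GSK-3 inhibitor IX positive control for full effect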
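Read-out: Nuclear/cytoplasmic beta-catenin signal ratio, % activation | Assay system: Human HeLa cell line | Times: 24 h compound exposure at 37°C, 5% CO2 | Signal: Fluorescence imaging of beta-catenin antibody stain plus DAPI | Dosing: 5 µM primary, 0.02–20 µM confirmation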
ER stress rescue: rescue of cells from ER stress-induced death, primary screen, 384-well, CSM14.1, thapsigargin, ATP luminescence (AID 1222); 190,000 tested, under 10 active; CSM14.1 thapsigargin-induced death rescue, ATP luminescence; higher % means a stronger effect; one-dose cellular ATP content (survival), % at 20 µM; EC50 in µM for titrated hits;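 active means EC50 below 50 µM in the dose-response confirmation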;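 further: death triggered by thapsigargin at about 15 µM added after 2 h compound pretreatment; cell ATP read after overnight thapsigargin exposure of roughly 18 to 22 hours; normalized against plate controls of thapsigargin alone and 5% DMSO vehicle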
K1F lysis inhibition: inhibition of K1F phage lysis, E. coli UTI89, bacterial capsule biogenesis inhibitors, alamar blue (AID 488966) | E. coli UTI89 K1F phage lysis, alamar blue, 2 h; higher % means a stronger effect | inhibition, % at 100 µM, or IC50 in µM where a hit was titrated | hit rate 0.02% among 340,000;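 active means phage lysis inhibition, versus mean bacterial control, above a set limit; inconclusive means no clear call, values can overlap the other calls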;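 further: capsule biogenesis inhibitors block K1F phage lysis so surviving cells raise fluorescence; higher fluorescence means more inhibition of phage lysis; actives were called in the ten point dose series up to 300 µM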
M17LAP inhibition: P. falciparum M17LAP inhibitors, primary screen, biochemical, fluorogenic H-Leu-NHMec substrate, 1536-well (AID 1619) | hit rate 0.38% among 220,000 | one-dose inhibition, % at 30 µM; IC50 in µM for titrated hits | recombinant M17LAP, H-Leu-NHMec fluorogenic kinetic assay; higher % means a stronger effect;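 active means compound inhibiting the enzyme by more than half at any dose during confirmatory dose-response retesting; inconclusive means strong single-dose inhibitors picked by rank but not retested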;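 further: plate controls were full reaction with DMSO carrier for no effect and no enzyme background for full effect; strong numbers were not always called active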
P. falciparum M1AAP: malaria alanyl aminopeptidase activity blockers – biochemical, fluorogenic H-Leu-NHMec substrate, 1536-well (AID 1445) | recombinant M1AAP, H-Leu-NHMec fluorogenic kinetic assay; higher % means a stronger effect | inhibition, % at 30 µM, or IC50 in µM where a hit was titrated | hit rate 0.42% among 220,000;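 active means primary inhibition above the hit cutoff, then over 50% inhibition at one or more dose response concentrations, cut at about 23% in these data, passing the limit was not always enough; inconclusive means conflicting primary data, or primary hits not chosen for dose response; inactive means low primary inhibition, or under 50% at every dose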;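 further: plate controls were DMSO full reaction for no effect and no enzyme background for full effect; strong numbers were not always called active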
Insulin prom up: MIN6 insulin promoter up-regulation; hit rate 0.3% among 190,000; MIN6 insulin promoter-GFP reporter, high-content imaging; stronger effect = higher value; z-score at 5 µM; AID 1625;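 active means z-score above 3 at 5 µM with at least 500 cells counted in the well; inconclusive means wells under 500 cells, flagged as cytotoxic or low count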
MT stabilizer: microtubule stabilization, imaging screen; % tubulin-high responders, % at 10 µM; AID 2205; HeLa tubulin immunostaining HCS, 24 h; share of cells brighter than vehicle mean+2SD; hit rate 0.83% among 200,000;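 active means plate Z-score above 3 for both tubulin-high and condensed-nucleus cell shares, with cell loss under 80%, at 10 µM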;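 further: anti alpha tubulin signal scored within the nucleus-defined area of each cell; some results filed as inactive read as strong as hits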
Dynein cargo inh cytoplasmic EGFP: second read-out of Dynein cargo inh, no call of its own (marks repeat the call); z-score; measured here: cytoplasmic GR-EGFP intensity; stronger effect = higher value
Dynein cargo inh nuclear GR-EGFP: recorded beside Dynein cargo inh, whose call it bears; z-score; measured here: nuclear GR-EGFP intensity;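 lower value marks the stronger effect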
Dynein cargo inh cell count: recorded beside Dynein cargo inh, whose call it bears; z-score; measured here: cell count per field
Insulin prom up cell count: recorded beside Insulin prom up, whose call it bears; cell count; measured here: cytotoxicity, nuclei count;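 total cells summed across four imaged fields per well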
b-catenin transl cell count 5 µM: also measured in b-catenin transl; calls as there; cell count; measured here: cell count, cytotoxicity flag
MT stabilizer Hoechst-high %: further read-out of MT stabilizer, marked with its call; % Hoechst-high responders; measured here: nuclear condensation Hoechst responders;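 share of cells brighter than vehicle mean plus two SD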
MT stabilizer cytotoxicity %: second read-out of MT stabilizer, no call of its own (marks repeat the call); toxicity, %; measured here: cytotoxicity by cell density;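 0% = mean cell density of plate MIN control wells and 100% = no cells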
Autophagy mod cell loss 18 h: recorded beside Autophagy mod, whose call it bears; toxicity, %; measured here: cell loss, nuclei count;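 cell loss after 18 h compound exposure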
* hit, by the source's call; i = inactive; u = inconclusive; x = no result given; [ ] = another dose, or the depositor's remark.

Compound	Dynein cargo inh	Dynein cargo inh cytoplasmic EGFP	Dynein cargo inh nuclear GR-EGFP	Dynein cargo inh cell count	Autophagy mod	Autophagy mod cell loss 18 h	b-catenin transl	b-catenin transl cell count 5 µM	ER stress rescue	K1F lysis inhibition	M17LAP inhibition	P. falciparum M1AAP	Insulin prom up	Insulin prom up cell count	MT stabilizer	MT stabilizer Hoechst-high %	MT stabilizer cytotoxicity %
COc1cccc(Nc2cc(N3CCOCC3)c3nonc3c2[N+](=O)[O-])c1	0.36	-0.37	0.014	-0.42	i	9	-2.4	775	-1.4%	0.7%	-2%	3%	0.34	1430	1.9	2.3	17
COc1ccc(NC(=O)C2CCCNC2)cc1OCC(C)C (stereo unspecified)	0.9	-0.17	0.68	-0.96	i	16	-7.8	907	1.4%	-0.3%	7%	-10%	0.66	1267	6.5	2.0	10
COc1ccc(NC(=S)N/C(=N/CS(=O)(=O)c2ccccc2)c2ccccc2)cc1	-0.48	-0.23	-0.58	1.3	i	-4	-0.9	1145	0.9%	u	22%	4%	x	x	2.3	2.5	8.8
COc1ccc2c(CC(=O)Nc3ncc(C)s3)coc2c1	0.91	-0.089	0.41	-0.91	i	19	-3.2	1133	-0.6%	-0.2%	-2%	-9%	-0.22	1274	3.1	2.6	3.6
Cc1cn2c(-c3cccnc3)nnc2s1	-0.52	-0.079	-0.16	0.092	i	-1	x	x	-1.4%	0.9%	-10%	3%	x	x	4.5	1.4	56
CCOC(=O)C1CCN(C(=O)c2ccc3c(SCC(=O)O)c4c(nc3c2)CCCC4)CC1	0.74	-0.23	0.68	-1	i	3	1.3	1023	0.3%	1.5%	11%	7%	1.3	1221	4.4	1.0	4.5
COC(=O)c1ccc(NC(=O)COC(=O)C2CC(=O)N(Cc3ccccc3)C2)cc1 (stereo unspecified)	-0.32	-0.27	-0.16	-0.0093	i	-4	-2.6	1064	2.8%	0.2%	-2%	5%	0.08	1365	3.5	0.4	11
N#CCCN(Cc1cccnc1)C(=S)Nc1ccccc1Cl	1.6	-0.19	1.2	-0.4	i	-1	-1.3	1138	1.1%	0.6%	8%	3%	-0.18	1155	2.5	2.2	11
CCOc1ccc2cc(C3CC(c4ccco4)=NN3S(C)(=O)=O)c(=O)[nH]c2c1 (stereo unspecified)	-0.25	-0.2	0.31	-0.17	x	x	-1.0	1381	x	-0.1%	14%	13%	0.48	1047	x	x	x
Cn1c(=O)n(Cc2ccc(F)cc2)c(=O)c2c1nc1n2CCCN1Cc1ccccc1	1.2	-0.16	0.73	-0.41	i	-3	2.2	909	x	0.3%	-4%	3%	-1.2	870	2.9	2.4	0.4
O=C(Cc1nc2ccccc2[nH]1)c1ccc([N+](=O)[O-])cc1	-1.1	0.23	-0.63	0.03	x	x	6.4	937	x	0.2%	4%	-2%	-1.3	1246	x	x	x
O=C(N/C=N/OCc1ccc(Cl)cc1Cl)NOCc1ncc(C(F)(F)F)cc1Cl	-0.76	-0.21	-0.25	1.1	i	-11	-0.9	1212	-4.3%	1.4%	-6%	4%	0.07	825	2.0	1.5	7.6
NC(=O)c1cc[n+](CC(=O)c2ccc(NC(=O)c3ccccc3)cc2)cc1	0.44	-0.33	0.49	0.58	i	30	-0.3	1070	-1.2%	0.3%	3%	8%	0.17	1195	6.2	3.0	8.8
CCCCCn1c(CN2CCN(c3cc(Cl)ccc3C)CC2)nc2c1c(=O)[nH]c(=O)n2C	0.24	-0.27	0.19	-0.32	i	4	1.5	1120	2.7%	7.2%	-9%	8%	-0.2	1500	8.0	9.2	3.3
CCOc1cc(CNc2ccc3c(c2)OCCO3)cc(Br)c1OCC(N)=O	-0.42	-0.2	0.29	-0.59	i	-17	-0.8	1381	0.7%	0.5%	3%	10%	-1.1	1212	21	8.0	28
CCOC(=O)C1(C(F)(F)F)N=C(N(C)C)OC(N(C)C)=N1	0.3	-0.29	0.65	-0.28	i	-55	-3.5	835	0.1%	1.9%[50 µM]	-3%	-3%	0.65	1583	4.5	2.0	0.5
Cc1nc2scc(-c3cccs3)c2c(=O)n1N	-0.53	-0.25	-0.27	1.2	i	9	x	x	-1.4%	2.7%[50 µM]	-10%	3%	2.1	1292	4.6	5.5	1.1
CC(C)(C)NC(=O)CSc1nc(N)cc(=O)[nH]1	-0.49	-0.27	0.033	1.3	i	16	0.0	1055	0.0%	0.1%	-5%	1%	0.31	1269	5.9	2.0	7.8
O=C(NCCNc1ccc(Cl)cc1[N+](=O)[O-])c1cccnc1	1.2	0.0071	0.98	-1.3	i	25	-5.1	1115	-1.7%	0.3%	9%	2%	-0.26	1660	3.0	1.4	2.1
CC(C)OP(=O)(OC(C)C)C(NC(=O)c1ccc(Br)cc1)c1ccccc1 (stereo unspecified)	0.32	-0.14	1.1	-0.42	i	-29	22	1186	0.5%	0.3%	-17%	4%	-0.32	1570	10.0	5.7	5.5
CC1=NCCN1CCNC(=O)Nc1ccc(F)cc1	1.4	-0.24	0.64	-0.9	x	x	0.0	1113	x	x	2%	8%	0.54	1379	x	x	x
O=C(O)c1ccccc1-c1ccccc1C(=O)NCc1ccco1	-0.63	-0.19	-0.043	-0.42	i	-3	-1.1	1048	-2.7%	0.2%	8%	6%	0.15	1919	2.5	2.2	10
Cc1cc(S(=O)(=O)n2cnc3cc([N+](=O)[O-])ccc32)ccc1Cl	-0.73	-0.31	-0.64	1	i	-7	-0.7	814	4.3%	0.1%	-4%	6%	0.53	1040	4.1	2.3	6.2
COc1cccc(OC)c1C(=O)NC(=S)N1CCOCC1	0.7	-0.3	0.55	-0.18	i	-11	-3.5	1096	2.8%	0.9%	2%	-3%	0.49	1588	1.3	1.3	7.1
COC(=O)c1ccc2c(=O)n(Cc3ccco3)c(SCC(=O)Nc3ccccc3Cl)nc2c1	0.2	-0.33	0.16	0.01	i	-5	5.6	1421	-0.7%	-0.2%	5%	-2%	-0.49	1154	4.2	2.6	6.2
C=CCn1c(C(C)NC(=O)c2cccs2)n[nH]c1=S (stereo unspecified)	-0.58	-0.24	-0.23	-0.0054	i	-3	0.2	560	-0.4%	0.0%	8%	2%	-0.01	1265	4.2	2.2	6.5
O=c1c2ccc(Cl)cc2[nH]c(=S)n1Cc1cccnc1	0.57	-0.21	0.9	0.31	i	-34	2.0	1357	-1.4%	0.2%	1%	-7%	-0.2	1704	2.0	1.9	8.4
Cn1c(N/N=C/c2c[nH]c3ccccc23)nc2ccccc21	-0.46	-0.2	0.14	1.3	i	15	2.6	1298	-2.4%	-12%	8%	-3%	-1.5	1442	4.7	4.3	0.1
COc1ccc(N(C(=O)c2cnccn2)C(C(=O)NC2CCCCC2)c2ccc(Cl)cc2)cc1 (stereo unspecified)	1.7	-0.12	0.56	-1.2	i	3	x	x	x	-0.9%	x	x	x	x	2.6	1.7	4.4
COC(=O)Cc1c(OC)ccn(CCc2c[nH]c3ccccc23)c1=O	2.7	-0.15	1.3	-0.6	i	4	-2.2	1096	x	0.0%	8%	-5%	-0.42	1244	3.9	1.1	0.2
COC(=O)C1=C(N)OC2=C(C(=O)CCC2)C1c1ccccc1OC (stereo unspecified)	-0.33	-0.13	-0.18	0.78	x	x	0.3	1373	x	0.0%	10%	3%	-0.04	1079	x	x	x
c1ccc(OCCSc2ncnc3nc[nH]c23)cc1	-0.47	-0.3	-0.19	0.74	i	11	x	x	x	1.2%	x	x	x	x	2.4	2.0	7.3
O=C(CN1C(=O)CC(c2ccco2)Sc2ccccc21)Nc1ccccc1F (stereo unspecified)	-0.5	-0.09	-0.18	-0.2	x	x	-1.8	1137	-0.5%	-1.6%	56%	11%	-0.41	1117	7.2	1.6	11
O=C(Nc1ccccc1)N1C(=O)C2(OCCO2)c2ccccc21	-0.18	-0.19	0.14	0.54	i	-1	-0.7	1095	x	0.6%	2%	-7%	0.16	1321	3.7	1.7	1.5
CCOC(=O)c1cnn(-c2ccccc2)c1NC(=O)CN1CCOCC1	0.96	-0.22	0.99	-1.1	x	x	0.7	1379	x	-0.5%	11%	4%	-0.11	1173	x	x	x
COc1ccc(CN=C2NC(=O)CC(C(=O)Nc3ccc(F)cc3)S2)cc1 (stereo unspecified)	1.1	0.14	0.49	-1.3	i	22	0.2	1067	3.8%	0.3%	10%	3%	0.96	1534	6.4	3.2	6.2
C=CCn1c(COc2ccc(OC)cc2)nnc1SCn1nnc2ccccc2c1=O	0.25	-0.1	0.21	0.7	i	-4	0.7	974	-0.5%	2.3%[50 µM]	0%	4%	-0.12	1213	2.2	1.4	4.0

Assay outcomes (PubChem BioAssay)

Outcome played no part in choosing rows. About 2.9% of those tested had a hit in this group.
